MCF10A rerep: A quantitative high throughput screen for small molecules that induce DNA re-replication in MCF 10a normal breast cells | MCF 10A DNA re-replication, Hoechst nuclear intensity, 48 h | Potency, µM (doses to about 46.1 µM), without a hit: at the highest dose activity, positive = re-replication, most hits filed as activators | actives 2.9% (n = 350,000) | AID 624296, 2012; also: potency is read from the fitted curve at half-maximal effect; % of control where 0% means no effect; nearly all actives have a fitted effect of over 50% in size
HT1080NT lethal: qHTS for induction of synthetic lethality in tumor cells producing 2HG: qHTS for the HT-1080-NT fibrosarcoma cell line; actives 1.6% (n = 360,000); HT-1080-NT fibrosarcoma viability, CellTiter-Glo ATP luminescence, 48 h; Potency, µM (series often up to 46.1 µM), for the others: at the highest dose activity, negative = less viability, actives largely listed as cytotoxic;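 also: NT is the 2HG producing partner of a matched IDH1 knockdown line; potency is read from the fitted curve at half-maximal effect; 0% = DMSO-treated cells and -100% = media-only wells without cells; nearly all actives have a fitted effect of over 55% in size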
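HT-1080-NT fibrosarcoma cells (2HG-overproducing), 750 cells/well in RPMI with 5% FBS, dosed after 2 h and incubated 48 h at 37C. CellTiter-Glo luminescence normalized to DMSO and no-cell wells; concentration-response curves fitted and classed.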
S2 tox: Viability Counterscreen for Primary qHTS for Inhibitors of ATXN expression | S2 cells (HEK-293 line with an ATXN2-luciferase reporter) viability, CellTiter-Fluor protease fluorescence, 24 h | Potency, µM (titrated, usually from 56.7 µM), actives largely listed as cytotoxic | actives 0.49% (n = 400,000) | AID 651635, 2014; also: potency is read from the fitted curve at half-maximal effect; nearly all actives have a fitted effect of over 40% in size
KB-3-1 cytotox: qHTS assay for MDR1-selective chemotherapeutics: Primary screen using the parental adenocarcinoma cell KB-3-1 | KB-3-1 viability, CellTiter-Glo ATP luminescence, 72 h | Potency, µM (top dose mostly 46.1 µM), without a hit: at the highest dose activity change, negative = cytotoxic, usual class: cytotoxic | actives 1.4% (n = 400,000) | AID 1347075, 2019; also: potency is read from the fitted curve at half-maximal effect; % is scaled to controls: 0 for no effect and ±100 for the full control effect; nearly all actives have a fitted effect of over 60% in size
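72 h, 37 °C compound treatment of KB-3-1 parental cells; CellTiter-Glo added, 10 min, luminescence read. Data corrected against DMSO-only plates and normalized before curve fitting.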
IL1B secr inh: qHTS for Inhibitors of Inflammasome Signaling: IL-1-beta AlphaLISA Primary Screen; THP-1 LPS/ATP IL-1B secretion, AlphaLISA, 16 h; active compounds read low; activity change, % at 57.5 µM; actives 4.7% (n = 360,000); in the data active = activity change below about -50%; inconclusive = mostly about -30% to -49%; also: % is scaled to controls: 0 for no effect and ±100 for the full control effect
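Secreted IL-1B measured by AlphaLISA bead assay after 16 h compound exposure of THP-1 cells; compounds (final up to 57.5 uM) added 1 h before LPS (250 ng/mL) and ATP (1.25 mM) stimulation; lower signal means less secretion.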
SW480 rereplic: A quantitative high throughput screen for small molecules that induce DNA re-replication in SW480 colon adenocarcinoma cells; SW480 DNA re-replication, Hoechst DNA content imaging, 48 h; Potency, µM (highest dose often 46.1 µM), for inactives: at the highest dose re-replication activation, hits mostly activators; actives 1.8% (n = 340,000); also: potency is read from the fitted curve at half-maximal effect; % of control where 0% means no effect; nearly all actives have a fitted effect of over 55% in size
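Quantitative HTS format with DMSO vehicle controls; 48 hr drug incubation at 37 C, then 40 min Hoechst staining and scanning imager measurement at 405 nm excitation.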
KB-V1 MDR tox: qHTS assay for MDR1-selective chemotherapeutics: Primary screen using the drug-selected MDR subline cells KB-V1; actives 3.4% (n = 400,000); Potency, µM (titrated, usually from 46.1 µM), for the others: top-dose activity change, negative = cytotoxicity, most hits filed as cytotoxic; AID 1347076, 2019; KB-V1 MDR cells viability, CellTiter-Glo, 72 h; also: potency is read from the fitted curve at half-maximal effect; % is scaled to controls: 0 for no effect and ±100 for the full control effect; nearly all actives have a fitted effect of over 60% in size
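KB-V1 MDR subline cells in DMEM (phenol-red free, 10% FBS) exposed to compounds in qHTS concentration series for 72 h at 37 degrees C. Viability read by CellTiter-Glo luminescence; concentration-effect curves fitted after normalization and correction.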
ATXN2 expr inh: Primary qHTS for Inhibitors of ATXN expression; actives 0.72% (n = 360,000); AID 1745845, 2022; Potency, µM (highest dose often 57 µM), for inactives: top-dose activity change, negative = inhibition, actives largely listed as inhibitors; HEK-293 ATXN2-luciferase reporter, luminescence, 24 h; also: potency is read from the fitted curve at half-maximal effect; % is scaled to controls: 0 for no effect and ±100 for the full control effect; nearly all actives have a fitted effect of over 55% in size
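ATXN2-luciferase reporter cells (luciferase flanked by upstream and downstream ATXN2 gene portions) were treated 24 h at 37 °C with compounds at up to 57 uM. SteadyGlo luminescence gave expression; GF-AFC fluorescence gave viability.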
HT1080 IDH1KD tx: qHTS for induction of synthetic lethality in tumor cells producing 2HG: qHTS for the HT-1080-IDH1KD cell line; Potency, µM (titrated, usually from 46.1 µM), without a hit: at the highest dose activity, negative = toxicity, actives largely listed as cytotoxic; HT-1080 IDH1 knockdown viability, ATP luminescence, 48 h; actives 2% (n = 360,000);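 also: potency is read from the fitted curve at half-maximal effect; 0% = DMSO wells and -100% = cell-free medium wells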
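Viability of IDH1-knockdown HT-1080 fibrosarcoma cells was assessed by CellTiter-Glo after 48 h at 37 °C with titrated compound; concentration-effect curves were classified by fit quality and response size.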
* = called active by the depositor; i = inactive; ? = inconclusive; / = not tested or not shown; & = joins results of further samples; [ ] = dose if it differs, or a comment. Unless noted, calls follow the shape of the dose curve; as a rule, active = well fitted curve in the direction sought with a large enough effect; inconclusive = small, poorly fitted or top-dose-only effect, or another doubt; inactive = no such curve, though single readings can be large; an effect the other way counts as inactive or inconclusive. The order is random. About 11% of those tested had a hit in this group.

| molecule | MCF10A rerep | HT1080NT lethal | S2 tox | KB-3-1 cytotox | IL1B secr inh | SW480 rereplic | KB-V1 MDR tox | ATXN2 expr inh | HT1080 IDH1KD tx |
| --- | --- | --- | --- | --- | --- | --- | --- | --- | --- |
| CCN1CCN(C(=S)NCCOC)CC1 | 1.3% | 1.5% | i | -1.1% | 25.3 | -6.1% | 20.3% | 3.2% | 3.6% |
| C=CCn1c(COc2ccc(CC)cc2)nnc1SC/C(O)=C(\C#N)c1nc2ccccc2[nH]1 | ? | -14.1% | i | 9.7% | 125.9 | 2.9% | 11.1% | -21.0% | -12.5% |
| N#Cc1cc2cc(Cl)ccc2[nH]c1=O | / | 9.4% | i | 4.61µM* | 25.0 | / | -20.6% | 17.7% | 6.7% |
| CCn1cc(C(=O)OCC(=O)Nc2ccccc2OC(F)F)c(=O)c2ccc(C)nc21 | -0.8% | 0.3% | i | -1.1% | 20.9 | 2.1% | -7.6% | 3.3% | -13.3% |
| CCN(C(=O)Cn1c(=O)n2nc(CCn3nc(C)cc3C)nc2c2ccccc21)c1cccc(C)c1 | -6.7% | 9.5% | i | 3.2% | -14.6 | 4.3% | ? | -23.9% | 11.7% |
| COc1ccc(/C=N/NC(=O)Cc2cc(OC)c(OC)cc2[N+](=O)[O-])cc1 | -1.9% | 6.2% | i | 5.2% | 0.0 | / | ? | 6.8% | 6.1% |
| O=C(NCc1ccc(F)cc1)c1ccc(NC(=O)C2CCCO2)cc1 (centres undefined) | 0.8% | 16.3% | i | -16.1% | -27.0 | -21.8% | -9.3% | -1.4% | 21.7% |
| COc1ccc(C=NCC2COc3ccccc3O2)cc1OC (centres undefined) | 2.9% | 12.7% | i | 0.8% | -10.6 | 3.9% | 3.7% | 2.4% | -1.3% |
| CCCCC(=O)Nc1cc(Cl)ccc1C(=O)O | -4.3% | 0.2% | i | -4.1% | 18.9 | -0.9% | 0.0% | -20.9% | -2.2% |
| CCOC(=O)CC1(C)OCC(C[N+]2(C)CCCCC2)O1 (centres undefined) | -1.3% | 26.8% | i | 3.5% | 17.9 | -2.1% | -2.9% | -23.8% | 14.4% |
| C=CCNC(=S)NNC(=O)CCC(O)CCCCC (centres undefined) | -1.5% | -1.1% | i | -16.8% | 14.5 | 0.8% | -6.2% | -6.8% | 8.7% |
| O=C1CS(=O)(=O)N(Cc2cccc(F)c2)c2ccc(Br)cc21 | ? | ? | i | 0.3%&-6.5% | -1.7 | -8.8% | 6.9%&-4.1% | -14.6% | ? |
| CCn1cc(C(=O)N[C@@H](CCSC)C(=O)NCCCn2ccnc2)c(=O)c2cc3c(cc21)OCO3 | -2.7% | 12.8% | i | 10.2% | 18.4 | 1.7% | ? | -7.6% | -0.5% |
| N#C/C(=C(/O)COC(=O)c1cccnc1Cl)c1nc2ccccc2[nH]1 | 12.5% | 1.8% | ? | 0.1% | 58.8 | -7.3% | -3.2% | 11.5% | 6.4% |
| O=C(/C=C1\SC(=O)N(CC(=O)Nc2ccc(F)cc2)C1=O)Nc1ccc(Cl)cc1 | 4.2% | 28.9% | i | -1.7% | -2.2 | -0.8% | -3.0% | 49.8%[activator] | 29.8% |
| CNNC(=S)Nc1cccc(C(F)(F)F)c1 | -6.5% | 4.1% | i | -1.3% | 0.0 | 1.6% | 0.0% | -8.3% | 5.2% |
| O=C(Nc1ccc(O)cc1)C1CCCO1 (centres undefined) | 3.4% | 18.6% | i | 4.4% | -1.8 | -1.9% | -13.1% | 29.4% | 3.4% |
| NS(=O)(=O)c1ccc(CCNC(=O)CN2C(=O)COc3ccc(S(=O)(=O)N4CCCC4)cc32)cc1 | 0.1% | -6.6% | i | ? | 5.3 | ? | ? | 5.8% | 13.8% |
| Cc1ccc(F)c(S(=O)(=O)NC(=O)C2(C)CCN2C(=O)c2ccco2)c1 (centres undefined) | / | 15.8% | i | 0.0% | 24.0 | / | 2.9% | -14.2% | 8.9% |
| Cc1ccc(S(=O)(=O)Cn2nnnc2C(C(C)C)N2CCC(C(N)=O)CC2)cc1 (centres undefined) | -3.8% | 3.6% | i | 12.8% | -6.9 | -2.5% | 7.2% | -5.9% | 15.0% |
| c1ccc(-c2csc(N3CCSCC3)n2)cc1 | -9.2% | 18.7% | i | 12.7% | 8.8 | 0.0% | ? | 87.2%[activator] | 23.7% |
| CCOCCCn1c(=NC(C)=O)c(C#N)cc2c(=O)n3cccc(C)c3nc21 | ? | -1.2% | / | 19.2% | / | 13µM* | ? | -1.6% | 2.7% |
| O=C(CN(Cc1ccco1)C(=O)CNS(=O)(=O)c1ccc(Cl)cc1)NC1CCCCC1 | -19.8% | 3.9% | i | 0.0% | 19.1 | 12.1% | -29.5% | -0.6% | -4.2% |
| Cc1sc2nc(CSCC(=O)Nc3ccc(Cl)cc3F)[nH]c(=O)c2c1C | 0.1% | -3.5% | i | 7.6% | -4.3 | -0.9% | ? | 1.9% | -3.6% |
| O=C(NCCc1ccccc1)C(=O)NCC1OCCCN1S(=O)(=O)c1cccs1 (centres undefined) | 4.5% | 20.0% | i | 8.4% | -15.6 | -4.7% | -9.1% | -1.0% | 4.8% |
| COc1ccc(NC(=O)CC2C(=O)N(c3ccc(F)cc3)C(=O)N2CCc2sccc2C)cc1 (centres undefined) | / | / | ? | -17.4% | / | / | -3.3% | ? | / |
| Cc1cc(C)n(CCNC(=O)c2cc(COc3ccc(F)cc3Cl)on2)n1 | -10.7% | 6.3% | i | -5.0% | 0.0 | -7.5% | ? | / | -0.6% |
| Cc1ccc(-c2nn[nH]n2)cc1 | 12.4% | 3.0% | i | 2.3% | 20.7 | 0.6% | -2.5% | 0.8% | 0.8% |
| COc1ccc(CCNC(=O)C(=O)NCC2OCCN2S(=O)(=O)c2ccc(OC)c(OC)c2)cc1OC (centres undefined) | 0.5% | 4.2% | ? | 12.2% | -14.8 | -0.1% | 5.7% | 6.0% | 3.0% |
| Cc1ccc(F)cc1NC(=O)N1CCN(c2ccnc3cc(Cl)ccc23)CC1 | ? | 3.9% | i | -15.8% | -27.9 | -33.9% | -22.6% | / | -20.6% |
| Cc1ccccc1NC(=O)Nc1nc(C(N)Cc2ccccc2)cs1 (centres undefined) | / | 23.1µM* | ? | -10.9% | -56.4* | / | -12.4% | ? | ? |
| CCOc1ccc(NC(=O)CN2CCN(CC(=O)Nc3ccccc3OC)CC2)cc1 | -10.3% | -5.6% | / | -7.3% | 5.2 | -2.8% | 6.0% | / | -1.8% |
| COc1ccc(N2C3=C(C(=O)CC(C)(C)C3)C(c3cnn(C)c3)C3=C2CC(C)(C)CC3=O)cc1 | ? | 6.0% | / | 1.0% | 0.0 | -5.9% | -4.9% | -13.3% | 0.2% |
| Cc1noc(C)c1CSc1nnc2scc(-c3ccccc3)n12 | 0.4% | 6.3% | i | -0.6% | -1.4 | -7.3% | -8.9% | 7.4% | 3.9% |
| CC(C)Cn1cnc2c(SCc3ccccc3F)nc(N)nc21 | ? | -3.2% | ? | -4.1% | -12.5 | -14.0% | ? | 32.8%[activator] | -13.5% |
| CCCOC(=O)/C(=C\c1ccc([N+](=O)[O-])o1)NC(=O)c1ccccc1 | ? | -10.5% | ? | ? | 9.8 | ? | ? | -28.4% | -26.9% |
| O=[N+]([O-])c1cccc(-c2nnc3c4ccccc4c4ccccc4n23)c1 | 1.4% | -11.2% | i | -1.5% | -1.5 | -5.2% | -23.9% | ? | -3.4% |
| CCOC(=O)c1ccc2c(c1)NC(=O)C(N1CCN(c3ccc(OC)cc3)CC1)S2 (centres undefined) | ? | -0.4% | i | -2.2% | 50.2 | 11.0% | -7.7% | 1.5% | -3.3% |
| O=C(COC(=O)c1ccc2c(=O)n3c(nc2c1)CCC3)Nc1ccccc1F | ? | 2.2% | i | -17.9% | -18.1 | ? | 9.2% | -7.6% | -3.0% |
| CC12CN(C(=O)c3ccc(Cl)cc3)C3(C#N)CC1CCC23C (centres undefined) | 2.3% | 11.0% | ? | 5.6% | 29.2 | -0.2% | ? | -6.8% | 8.9% |
| O=C1/C(=C/c2ccsc2)N2CCC1CC2 | 0.3% | -4.4% | i | -2.0% | -21.1 | 1.8% | 0.0% | 10.1% | 0.3% |
| O=C(C1=C(O)C(=O)N(CCCN2CCOCC2)C1c1ccc(Cl)cc1)c1cc2ccccc2o1 (centres undefined) | 20.7% | 5.1% | i | 3.6% | -3.1 | 0.0% | 1.2% | / | 0.1% |
| CC(=O)Nc1nnc(-c2ccccn2)o1 | -2.4% | 12.1% | i | 14.0% | 23.2 | -4.6% | -7.3% | 6.5% | 9.5% |
| COc1ccc(Cl)cc1NC(=O)CN(C)C(=O)Cn1cnnn1 | -1.9% | 6.1% | i | -6.4% | 14.8 | -11.1% | -24.0% | 0.9% | 4.6% |
| COc1ccc(CC(=O)Nc2c(C(=O)Nc3ccccc3F)oc3ccccc23)cc1 | / | / | i | -4.0% | / | / | -4.2% | 7.7% | / |
| CCOc1ccc(NC(=O)NNC(=O)c2cc3ccccc3cc2O)cc1 | -1.5% | 13.1% | i | 2.2% | 5.5 | 13.4% | ? | 0.0% | -0.1% |

Sorted by value in IL1B secr inh (highest first): 3 of the compounds above.
SMILES	IL1B secr inh	SW480 rereplic
CC(=O)Nc1nnc(-c2ccccn2)o1	23.2	-4.6%
CCOc1ccc(NC(=O)NNC(=O)c2cc3ccccc3cc2O)cc1	5.5	13.4%
O=C(C1=C(O)C(=O)N(CCCN2CCOCC2)C1c1ccc(Cl)cc1)c1cc2ccccc2o1 (centres undefined)	-3.1	0.0%

Screens: PubChem, National Center for Advancing Translational Sciences (NCATS)
